PhoP GFP inhibition – Inhibition of PhoP regulon, Salmonella typhi GFP reporter cells, confirmation, 4 h (AID 1850). Salmonella Typhi PhoP-promoter GFP reporter, fluorescence, 4 h; higher % means a stronger effect. inhibition, % at 50 µM; hits with a dose series show IC50 in µM. actives 0.33% (n = 310,000); in the data active means a potency from the dose series; inconclusive means inhibition mostly from about 25% at the one dose, without a potency; inactive means the rest, 99 in 100 with inhibition below about 19%;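 further: 0% = induced wells with vehicle and 100% = uninduced wells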
VEEV TC-83 Vero – inhibitors of VEEV TC-83 cytopathic effect, confirmation, Vero cells (AID 588727); inhibition, % at 20 µM, or IC50 in µM where a hit was titrated; Vero cells, VEEV TC-83 cytopathic effect inhibition; higher % means a stronger effect; actives 0.13% (n = 350,000); in the data active means a potency from the dose series; inconclusive means inhibition mostly from about 14% at the one dose, without a potency; inactive means the rest, 99 in 100 with inhibition below about 12%; further: strong numbers were not always called active
M. tuberculosis HTS – M. tuberculosis growth inhibition, HTS (AID 449762); M. tuberculosis H37Rv growth inhibition, 7H9 media; higher % means a stronger effect; one-dose inhibition, % at 25 µM; IC50 in µM for titrated hits; actives 0.59% (n = 330,000); in the data active means a potency from the dose series; inconclusive means inhibition above about 70% without an active follow-up result;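 further: bacterial growth assessed after seven days of incubation; strong numbers were not always called active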
influenza NS1A – H1N1 influenza NS1A inhibitors, functional cell based assay (AID 504329) | one-dose inhibition, % at 12.5 µM; IC50 in µM for titrated hits | actives 0.3% (n = 340,000) | NS1A functional cell-based assay, percent inhibition; higher % means a stronger effect; in the data active means a potency from the dose series; inconclusive means inhibition above about 27% without an active follow-up result; further: strong numbers were not always called active
M. tuberculosis – growth inhibition of non-replicating M. tuberculosis (AID 488890); actives 0.39% (n = 320,000); Mycobacterium tuberculosis non-replicating, growth inhibition; higher % means a stronger effect; one-dose inhibition, % at 25 µM; IC50 in µM for titrated hits; in the data active means a potency from the dose series; inconclusive means inhibition mostly from about 82% at the one dose, without a potency; inactive means the rest, 99 in 100 with inhibition below about 76%;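 further: plate controls were DMSO cells for no effect and high antibiotic wells for full effect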
VEEV TC-83 Vero 10K pilot screen – recorded beside VEEV TC-83 Vero, whose call it bears; inhibition, %; measured here: 10K pilot screen inhibition
* marks the source's active call; other numbers are inactive results; i = inactive; ? = inconclusive; nt = no result given.

SMILES | PhoP GFP inhibition | VEEV TC-83 Vero | M. tuberculosis HTS | influenza NS1A | M. tuberculosis | others
Cc1ccc(S(=O)(=O)NCCn2nc(C)nc2C)cc1 | 13% | 1.1% | -7% | 7% | -15%
CC(Nc1c([N+](=O)[O-])c(=O)oc2ccccc12)c1ccccc1 (stereo unspecified) | 8% | 0.0% | 5% | 8% | 21%
CCN1/C(=C/C(C)=O)Sc2ccc(OC)cc21 | 1% | 7.6% | -9% | -10% | -8%
C[C@@H](C(=O)N1CCN(C(=O)OC(C)(C)C)CC1)n1cc(CCC(=O)O)nn1 | -5% | 0.1% | -12% | 7% | -11%
COCCNC(=O)c1ccccc1NC(=O)Cc1ccccc1 | 10% | 0.7% | 0% | -1% | -9%
CN=c1scc(-c2c[nH]c3ccccc23)n1C | nt | 1.7% | nt | 0% | nt
CN1CCN(c2nnc(-c3ccccc3)c(-c3ccccc3)n2)CC1 | 10% | 6.7% | 1% | nt | 3%
COc1ccc(S(=O)(=O)N(C)CC(=O)N2CCCC2)cc1 | -12% | 0.4% | -6% | -2% | 10%
CC(C)(O)C#Cc1ccc(C(=O)N2CCC(CCC(=O)NC3CC3)CC2)cc1 | -1% | 1.0% | -2% | -12% | -4%
O=C(CS(=O)(=O)c1ccccc1)NCc1ccc(Cl)cc1 | -6% | 1.7% | 2% | 6% | -6%
O=S(=O)(NC(=NC1CCCCC1)c1ccccc1F)c1ccccc1 | -5% | i | -5% | -6% | -4%
COc1ccc(-n2ncc(C(=O)N3CCN(c4ccc(F)cc4)CC3)c2C)cc1 | -16% | i | -3% | nt | 23%
COc1cccc2cc(C(N)=O)/c(=N\NC(=O)c3ccccc3)oc12 | -9% | 7.8% | 6% | 4% | 26%
Cc1nc(-c2ccc(F)cc2)c(CC(=O)N(C)CC(=O)Nc2ccc(Br)cc2C)s1 | 8% | 9.2% | 17% | -1% | 25%
CCOC(=O)N1CCN(C(=O)CCS(=O)(=O)c2ccc3c(c2)CC(C)N3C(=O)CC)CC1 (stereo unspecified) | 9% | 1.0% | 8% | 5% | 4%
COc1ccc(C(CNC(=O)c2ccc(NS(=O)(=O)c3ccccc3)cc2)N2CCOCC2)cc1 (stereo unspecified) | nt | 3.5% | nt | -3% | nt
CCc1noc(C)c1C(=O)Nc1nc(-c2cc(OC)ccc2OC)cs1 | -4% | 9.7% | 0% | -3% | 21%
C=CCNC(=O)CSc1nnc(-c2ccncc2)n1CCc1ccccc1 | 14% | 1.0% | -6% | -10% | 2%
C=CCNC(=O)c1ccccc1Cl | 2% | 1.5% | 1% | 26% | -13%
O=c1c(-c2c(O)cc(O)c3c(=O)cc(-c4ccc(O)cc4)oc23)c(-c2ccc(O)cc2)oc2cc(O)cc(O)c12 | 12% | 5.7% | 0% | -5% | 19%
O=C(CSc1n[nH]c(-c2ccncc2)n1)NCCc1ccccc1 | 2% | i | -7% | -8% | 8%
CS(=O)(=O)N1CCC(C(=O)NCc2ccc(F)cc2)CC1 | 10% | i | 0% | -4% | 1%
Cc1ccc(-c2nc(C)sc2CC(=O)OCC(=O)Nc2cccc([N+](=O)[O-])c2)cc1 | -2% | 0.3% | -7% | 0% | 24%
Cc1onc(-c2ccccc2Cl)c1C(=O)N(C)CC(=O)Nc1ccc(F)c(F)c1F | 0% | 0.4% | 3% | -8% | -9%
COc1ccc(OC)c(S(=O)(=O)N2CCC(C(=O)NC3CCCCCC3)CC2)c1 | -10% | 2.4% | 6% | 9% | -7%
CC(C)C(=O)NCCc1nc2ccccc2n1C | -1% | 1.2% | -3% | 1% | -1%
CC(C)(C)c1cc2cccnc2n1Cc1cccc(F)c1 | 16% | 3.6% | -3% | -5% | 9%
CC(C)(C)OC(=O)C[C@@H]1C/C=C\C[C@H](CC(=O)N(CCO)Cc2ccccc2)C(=O)N[C@H](C(C)(C)C)COC1=O | nt | 1.0% | -14% | 4% | 42%
O=C(Nc1ccc(Cl)cc1)P(=O)(O)c1ccccc1 | nt | i | nt | -2% | nt
CC(=O)Nc1ccc(C(=O)NNC(=O)C2CC2)cc1 | -3% | 1.6% | -9% | -10% | -4%
COc1cccc(Nc2nc(N)nc(-c3oc4ccccc4c3C)n2)c1 | -2% | i | ? | 4% | 25%
Cc1sc2ncn(-c3ccccc3)c(=O)c2c1C | 6% | 1.5% | -3% | -7% | -19%
Cc1ccc(S(=O)(=O)NNC(=O)c2cccs2)c(C)c1 | -6% | i | -6% | -3% | -30%
CCc1nnc(NS(=O)(=O)c2ccc(NC(=O)COc3ccc4ccccc4c3)cc2)s1 | 16% | 0.0% | 15% | -11% | 67%
Cc1[nH]c2ccccc2c1N=Nc1ccccc1F | -2% | 1.7% | 26% | 10% | 10%
CCNC(=S)N1N=C2c3ccccc3CCC2C1c1ccc(F)cc1 (stereo unspecified) | 11% | i | -10% | nt | 14%
CC(OC(=O)c1cc(Cl)ccc1[N+](=O)[O-])C(=O)NC(C)c1ccc(F)cc1 (stereo unspecified) | 0% | 0.1% | 23µM* | 6% | 27%
Cn1c(CSCc2ccccc2Cl)nnc1SCC(=O)Nc1nccs1 | -9% | 2.5% | 4% | 2% | 5%
COC(=O)C1=C(C)NC2=C(C(=O)C(C(=O)OC)C(c3ccc(OC)cc3)C2)C1c1ccccn1 (stereo unspecified) | -2% | 1.8% | -6% | -2% | nt
COc1ccc(Oc2coc3cc(OCC(=O)N4CCCCC4)ccc3c2=O)cc1 | -7% | nt | 1% | nt | 78%
CC(Oc1cc2oc(=O)c3c(c2cc1Cl)CCC3)C(=O)NCCN1CCOCC1 (stereo unspecified) | 7% | 1.9% | 8% | -2% | -11%
Cc1ccc(Cl)cc1NS(=O)(=O)c1c(C)[nH]c(=O)[nH]c1=O | -3% | i | 1% | 3% | -4%
CN(c1ccccc1)S(=O)(=O)c1cccc(NC(=O)C2CCCO2)c1 (stereo unspecified) | nt | 2.6% | -14% | 2% | 9%
Cc1ccc(CNC(=O)c2ccc(N(C)C)cc2)cc1 | 13% | i | 1% | -8% | 23%
Cc1ccc(-n2ncc(C(=O)O)c2C2CCN(C(=O)OC(C)(C)C)CC2)cc1 | -5% | 1.9% | -12% | 11% | 2%
CCC(C)NC(=O)c1nn(C)c(=O)c2ccccc12 (stereo unspecified) | -8% | i | 0% | 5% | -11%
O=c1[nH]c(Nc2ccc3c(c2)OCCO3)nnc1Cc1ccc(Cl)cc1 | 7% | 0.4% | 5% | nt | -4%
CCN1C(=NCCCOC(C)C)N[C@@H](c2ccccc2)[C@H](C(=O)OC)[C@H]1C | nt | 0.3% | -6% | -10% | 37%
COc1ccccc1Oc1ccc(NC(=O)c2ccccc2C)cc1 | -2% | 1.2% | 1% | 4% | 5%
CCN(CC)CCN1C(=O)C(O)=C(C(=O)c2cccs2)C1c1ccc(C)o1 (stereo unspecified) | -4% | 3.3% | 1% | 12% | 8% | VEEV TC-83 Vero 10K pilot screen=0.1
CC(=O)c1ccc(NC(=O)CCNS(=O)(=O)c2cc(Br)cnc2N)cc1 | -8% | 0.4% | -5% | 5% | 13%
O=C(CNCc1ccccc1Cl)NCc1ccco1 | 9% | 0.9% | -2% | -7% | 1%
O=C(O)CCC(=O)NNC(=O)c1ccc(-c2ccccc2)cc1 | 11% | i | -4% | -3% | -13%
CC(C)OC(=O)Cn1c(=O)sc2ccccc21 | 24% | i | 2% | -1% | 4%
COc1cc(/C=C/c2nnc3c4ccccc4ncn23)cc(OC)c1OC | -3% | 9.2% | -3% | -6% | -12%
COc1cc(Cl)c(C)cc1NC(=O)CCNC(=O)c1ccco1 | 3% | 4.1% | 3% | -2% | 2%
Cc1ccc(C(=O)NNC(=O)Cc2ccccc2)cc1 | 1% | i | -10% | 1% | -3%
FC(F)(F)c1cc(-c2ccccc2)nc(NCc2cccs2)n1 | -11% | 3.4% | 10% | 24% | 26%
COc1ccc2[nH]c3c(c2c1)CCN1C(=O)N([C@@H](C)C(=O)NCCc2ccc(F)cc2)C(=O)[C@]31C | 2% | 6.5% | -3% | 10% | 49%
CC(=O)C1=C(C)NC(SCC(=O)c2ccc(Cl)cc2)=C(C#N)C1c1ccco1 (stereo unspecified) | -3% | 9.1% | 2% | 5% | 38%

Four compounds from above, arranged by molecular weight, falling.
SMILES | PhoP GFP inhibition | VEEV TC-83 Vero | M. tuberculosis HTS | influenza NS1A | M. tuberculosis | others
CCOC(=O)N1CCN(C(=O)CCS(=O)(=O)c2ccc3c(c2)CC(C)N3C(=O)CC)CC1 (stereo unspecified) | 9% | 1.0% | 8% | 5% | 4%
CC(OC(=O)c1cc(Cl)ccc1[N+](=O)[O-])C(=O)NC(C)c1ccc(F)cc1 (stereo unspecified) | 0% | 0.1% | 23µM* | 6% | 27%
CCN1/C(=C/C(C)=O)Sc2ccc(OC)cc21 | 1% | 7.6% | -9% | -10% | -8%
C=CCNC(=O)c1ccccc1Cl | 2% | 1.5% | 1% | 26% | -13%

(list continues)
SMILES | PhoP GFP inhibition | VEEV TC-83 Vero | M. tuberculosis HTS | influenza NS1A | M. tuberculosis | others
Cc1c(C#N)c(O)[nH]c(=O)c1N=Nc1ccc(Cl)c(C(=O)O)c1 | -8% | 1.9% | -2% | -11% | -15%
CCOC(=O)c1cnc(SCC(=O)N2CCN(c3ccccc3)CC2)nc1N | 4% | 6.5% | 3% | -1% | 15%
COc1ccc(-c2c(-c3cc(OC)cc(OC)c3)n(C)c3ccc(-c4ccc5cc[nH]c5c4)cc23)cc1 | nt | 2.1% | 1% | -1% | 1%
CCCN1C(=O)COc2ccc(C(=O)c3ccccc3C(=O)O)cc21 | -2% | 2.3% | -5% | -4% | -19%
C=CCOc1ccccc1CNc1ccc2c(c1)OCCO2 | -9% | 2.7% | ? | 3% | 79%
COc1ccc(/C=C\c2onc(C)c2S(=O)(=O)N2CCC(C(=O)NCCC(C)C)CC2)cc1 | -3% | 0.9% | -11% | -2% | 18% | VEEV TC-83 Vero 10K pilot screen=1.4
Cc1nn(C(=O)CN2C(=O)c3ccccc3C2=O)c(C)c1Br | -16% | 2.5% | -1% | -21% | 4%
O=C1CN(C(=O)CSc2nc(-c3ccccc3)cs2)c2ccccc2N1 | -9% | 2.8% | 2% | 2% | 1%
CC1CCCC(NC(=O)COC(=O)COc2ccc(Cl)cc2)C1C (stereo unspecified) | 9% | 0.2% | -4% | 5% | 11%
Cc1ccc(S(=O)(=O)/C(C#N)=C/c2c(N3CCOCC3)nc3ccccn3c2=O)cc1 | nt | 1.1% | nt | 5% | nt
COc1cccc(OC)c1C(=O)NC(=S)Nc1ccc2oc(=O)ccc2c1 | -9% | 8.4% | 2% | 12% | -12%
CC1(C)Cc2c(sc3c2c(=N)n(Cc2ccco2)c(=O)n3Cc2ccccc2)CO1 | 17% | 5.2% | 4% | 3% | 40%
C/C(=C\COc1cc(=O)[nH]c2ccccc12)CCC(O)C(C)(C)O (stereo unspecified) | 11% | i | -7% | 1% | -13%
COc1cc(CNc2nc3ccccc3n2C)cc(OC)c1OC | 8% | i | 7% | -8% | -4%
Cc1cccc(NS(=O)(=O)c2ccc(Oc3ccccc3)cc2)n1 | 1% | 1.7% | -5% | -11% | 11% | VEEV TC-83 Vero 10K pilot screen=1.1

Reprinted from the part before: two compounds; new compounds follow.
SMILES | PhoP GFP inhibition | VEEV TC-83 Vero | M. tuberculosis HTS | influenza NS1A | M. tuberculosis | others
COc1cc(CNc2nc3ccccc3n2C)cc(OC)c1OC | 8% | i | 7% | -8% | -4%
Cc1cccc(NS(=O)(=O)c2ccc(Oc3ccccc3)cc2)n1 | 1% | 1.7% | -5% | -11% | 11% | VEEV TC-83 Vero 10K pilot screen=1.1
O=S(=O)(NC1CCCCCCC1)c1cccs1 | -9% | 1.5% | -5% | -1% | 35%
O=C1CN=C(Nc2ccccc2)N1Cc1cccs1 | 3% | 0.9% | -1% | 9% | -11%
Cc1nn(C2CCS(=O)(=O)C2)c(Cl)c1/C=C/C(=O)OCC(=O)Nc1ccccc1[N+](=O)[O-] (stereo unspecified) | -2% | 0.7% | 7% | -4% | 2%
Cc1cc(-c2cc(C(=O)NC3CCCC3)on2)nc(NCC2CC2)n1 | 6% | i | -8% | 7% | -7%
CC1=CC(=C2C(=O)NC(=O)NC2=O)C=C(C(F)(F)F)N1Cc1ccccc1 | -4% | 0.3% | 1% | -2% | 2%
O=C(c1ccc(Cl)nc1)N1CCN(S(=O)(=O)c2ccc3c(c2)OCCO3)CC1 | nt | 3.3% | -5% | -9% | 24%
Cc1ccc(-c2nc3ccccc3[nH]2)s1 | 9% | 1.3% | 5% | -23% | 12%
O=C(NCc1ccc(C(F)(F)F)cc1)C12CN(Cc3ccccc3)CC1C(c1cccc([N+](=O)[O-])c1)=NO2 (stereo unspecified) | -13% | 0.0% | 3% | -16% | 29%
COc1ccc(S(=O)(=O)CCC(=O)N2CCN(c3ccc([N+](=O)[O-])cc3)CC2)cc1 | -2% | 1.1% | 0% | 0% | 22%
